Screens from PubChem BioAssay.
TRPC4 act – activators of mouse TRPC4 channel; HEK293 TRPC4beta/mu-opioid, Fluo4 calcium fluorescence; active compounds read high; B-score at 10 µM; actives 0.49% (n = 310,000);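 active = B-score above 5 SD of library B-scores, and initial fluorescence ratio not above library mean plus 5 SD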;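 also: positive B-score marks a calcium rise read as TRPC4 activation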
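Assay system – TRPC4beta and mu-opioid receptor HEK293 stable cells · Measured by – Fluo4 fluorescence, kinetic · Schedule – dye loading 45 min room temperature, 110 s kinetic read · Read-out – B-scored integrated calcium fluorescence ratio · Controls – buffer and maximal DAMGO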
MrgX1 antagonist – antagonists of human MrgX1 receptor | actives 1.3% (n = 310,000) | B-score at 10 µM | MRGX1-HEK293 calcium flux, Fluo-4, BAM8-22 antagonism; active compounds read low | AID 588676 | Q96LB2;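 active = calcium-response B-score plate-corrected more than 3 library SD below zero, starting fluorescence within 5 deviations, no agonist response on first addition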;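 also: peak minus trough fluorescence over baseline after final BAM8-22 challenge near maximal dose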
TRPC4 block – blocks the mouse TRPC4 cation channel. AID 2247. Q9QUQ5. B-score at 10 µM. actives 0.39% (n = 300,000). HEK293 TRPC4beta/mu-opioid, DAMGO-evoked Fluo4 calcium flux; active compounds read low;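 active = B-score over 3 SD under the library average, no early fluorescence shift, positive overall ratio signal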
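material = TRPC4beta/mu-opioid receptor HEK293 cell line | probe or stimulus = sequential submaximal and maximal DAMGO stimulation | compound dosing = one concentration per compound | measured by = Fluo4 Ca2+ flux fluorescence | evaluation = integrated fluorescence ratio relative to baseline, converted to per-well B score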
RGS4 inh – inhibitors of human RGS4; B-score at 10 µM; actives 0.45% (n = 310,000); AID 463165; HEK293 M3R/RGS4 inducible, Fluo-4 calcium flux; active compounds read high; triggered by carbachol at its EC20;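 active = B-score, a plate-corrected calcium signal, over three deviations above library mean, with baseline fluorescence within five deviations of library mean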;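 also: RGS4 expression induced by doxycycline in cells with stable M3 receptor; B-score is computed from the integrated fluorescence ratio over baseline after carbachol; higher B-score means a larger calcium signal and so more RGS4 inhibition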
TRPC4 potent – allosteric potentiators of mouse TRPC4 channel. HEK293 TRPC4beta/mu-opioid, DAMGO EC20, Fluo-4 Ca2+ flux; active compounds read high. B-score at 10 µM. actives 0.42% (n = 310,000);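 active = B-score of calcium response area above 5 SD of library B-scores, with initial fluorescence ratio within 5 SD of library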;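 also: B-score of integrated fluorescence ratio over time as area under calcium response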
TRPC6 activator – activates the mouse TRPC6 cation channel | Q61143 | HEK293-TRPC6 membrane potential dye fluorescence; active compounds read high | B-score at 10 µM | actives 0.13% (n = 310,000) | AID 2550;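 active = B-score of the integrated fluorescence ratio above library mean plus 3 SD, and starting fluorescence ratio within library mean plus 5 SD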;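 also: higher score means more depolarization so channel activation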
Target sequence (Q61143 whole entry, looked up): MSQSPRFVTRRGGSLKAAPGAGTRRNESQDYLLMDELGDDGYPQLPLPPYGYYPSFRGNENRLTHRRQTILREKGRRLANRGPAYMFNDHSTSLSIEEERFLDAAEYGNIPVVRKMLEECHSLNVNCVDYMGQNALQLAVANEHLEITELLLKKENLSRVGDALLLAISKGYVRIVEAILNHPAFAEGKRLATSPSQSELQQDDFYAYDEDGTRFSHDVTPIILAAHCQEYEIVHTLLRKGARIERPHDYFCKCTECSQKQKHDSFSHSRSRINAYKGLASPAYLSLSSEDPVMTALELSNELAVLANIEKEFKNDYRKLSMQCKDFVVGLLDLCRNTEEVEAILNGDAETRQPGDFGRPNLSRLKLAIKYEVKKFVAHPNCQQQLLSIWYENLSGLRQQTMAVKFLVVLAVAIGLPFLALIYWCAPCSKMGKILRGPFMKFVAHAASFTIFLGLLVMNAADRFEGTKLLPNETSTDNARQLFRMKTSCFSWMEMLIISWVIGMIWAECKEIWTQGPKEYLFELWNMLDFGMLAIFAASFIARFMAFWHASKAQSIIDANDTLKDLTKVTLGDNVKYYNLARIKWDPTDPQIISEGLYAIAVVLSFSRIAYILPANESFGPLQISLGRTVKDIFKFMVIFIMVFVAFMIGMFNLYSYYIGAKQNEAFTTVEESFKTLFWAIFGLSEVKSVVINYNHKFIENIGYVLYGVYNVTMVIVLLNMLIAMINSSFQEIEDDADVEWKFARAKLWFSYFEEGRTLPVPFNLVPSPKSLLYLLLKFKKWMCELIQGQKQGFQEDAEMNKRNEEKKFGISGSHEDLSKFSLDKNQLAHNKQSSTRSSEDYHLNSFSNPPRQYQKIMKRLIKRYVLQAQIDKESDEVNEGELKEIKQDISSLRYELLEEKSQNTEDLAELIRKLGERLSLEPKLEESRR
MrgX1 allo act – allosterically activates human MrgX1 receptor signaling | AID 588675 | actives 0.63% (n = 310,000) | MrgX1-HEK293, Fluo-4 calcium flux, FDSS; active compounds read high | B-score at 10 µM;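 active = plate-corrected calcium response at least 3 library SD above typical, normal starting fluorescence, not activating the receptor alone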;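 also: compound read alongside a low EC10 to EC30 dose of BAM8-22 agonist; peak minus trough fluorescence over baseline measured at the second addition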
TMEM16A act – activators or potentiators of mouse TMEM16A chloride channel; Q8BHY3; AID 623877; B-score at 10 µM; HEK293 TMEM16A/YFP-H148Q/I152L, iodide quench fluorescence; active compounds read low; actives 0.3% (n = 340,000);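 active = fluorescence-ratio B-score plate-corrected deviation score at least 3 library SD below zero, with starting fluorescence score within 5 deviations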;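 also: channel opened by trigger with iodide after compound preincubation; score built on the fluorescence ratio of max minus min over baseline; more negative score means more quench and so TMEM16A activation or potentiation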
MrgX1 ag – human MrgX1 receptor agonism, primary screen; MrgX1-HEK293 cells, Fluo-4 calcium fluorescence, agonist mode; active compounds read high; B-score at 10 µM; actives 0.44% (n = 310,000);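 active = calcium response B-score plate-corrected fluorescence ratio at least 3 library SD, with starting fluorescence B-score inside 5 SD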
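Assay system: stable human MrgX1 HEK293 cell line. Quantity: 15,000 cells per well. Schedule: cells plated overnight, dye loaded 0.5 h 37 °C, 0.5 h room temperature. Detection: Fluo-4 NW calcium-flux fluorescence, kinetic read. Read-out basis: peak-minus-minimum fluorescence over baseline, converted to B scores. Control set: positive and negative control wells on each plate.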
TRPC6 inhibitor – blocks the mouse TRPC6 cation channel; HEK293-TRPC6, membrane potential dye, ACh-evoked depolarization; active compounds read low; B-score at 10 µM; actives 1.1% (n = 310,000);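 active = B-score under library mean minus 3 SD, initial fluorescence not abnormally high, positive integrated signal ratio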;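 also: B-score derived from integrated fluorescence ratio over the kinetic read; more negative B-score means stronger inhibition of depolarization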
ANO1 block – blocks the mouse calcium-activated chloride channel TMEM16A; actives 1.2% (n = 310,000); AID 588511; normalized B-score (activity score, 25-100; higher = stronger inhibition) at 10 µM; HEK293 TMEM16A/YFP iodide influx fluorescence, ionomycin;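 active = ratio plate-corrected score three or more library SD toward inhibition, starting fluorescence score within five deviations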;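 also: score derived from kinetic fluorescence span divided by baseline fluorescence per well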
* marks the source's active call; other numbers are inactive results; i = inactive; nt = no result given.

Below each SMILES – TRPC4 act | MrgX1 antagonist | TRPC4 block | RGS4 inh | TRPC4 potent | TRPC6 activator | MrgX1 allo act | TMEM16A act | MrgX1 ag | TRPC6 inhibitor | ANO1 block
COc1ccc(-c2csc(N(CCc3ccccc3)C(=O)COc3ccccc3)n2)cc1
→ i | i | i | i | i | i | i | i | i | i | i
Cc1ccc(-n2c(SCC(N)=O)nc(O)cc2=O)cc1
→ i | i | i | i | i | i | i | i | i | i | i
CCN1CCN(Cc2c(O)c(Cl)cc3c(C)cc(=O)oc23)CC1
→ i | i | i | i | i | i | i | i | i | i | i
CCOC(=O)c1c(NC(=O)CC)sc(C(C)=O)c1C
→ i | i | i | i | i | i | i | i | i | i | i
O=C(NCCC1=CCCCC1)c1cnsn1
→ i | i | i | i | i | i | i | i | i | i | i
Cc1ccc(C(C)C)c(OCC(=O)c2c(O)c3ccccc3oc2=O)c1
→ i | i | i | i | i | i | i | i | i | i | i
CS(=O)(=O)c1ccccc1-c1nc(-c2ccc(C(F)(F)F)cc2)no1
→ i | i | i | i | i | i | i | i | i | i | i
O=C(NCC1CCCCC1)c1cccc(Br)c1
→ i | i | i | i | i | i | i | i | i | i | i
OC1CN=C2C=CC=CN2C1 (stereo not given)
→ i | i | i | i | i | i | i | i | i | i | i
O=C(NCCc1nc2ccccc2[nH]1)/C(=C/c1ccco1)NC(=O)c1ccco1
→ i | i | i | i | i | i | i | i | i | i | i
CC(=O)Nc1nonc1NC(=O)COc1ccccc1
→ i | i | i | i | i | i | i | i | i | i | i
COc1cccc(OC)c1C(=O)N=c1sc2cc(S(C)(=O)=O)ccc2n1C
→ i | i | i | i | i | i | i | i | i | i | i
Cc1cccc(-c2oc3ccccc3c2C#CCCCCO)c1
→ i | i | i | i | i | i | i | i | i | i | i
CC12CCC(C(=O)N(CCC#N)CCC#N)(CC1=O)C2(C)C (stereo not given)
→ i | i | i | i | i | i | i | i | i | i | i
CCOC(=O)C1CCN(Cc2c(O)ccc3ccccc23)CC1
→ i | i | i | i | i | i | i | i | i | i | i
Cc1cccc2cc(CN(CCCN(C)C)C(=S)NCCc3ccccc3)c(=O)[nH]c12
→ i | i | -6* | i | i | i | i | i | i | i | i
O=C(c1cc2cc([N+](=O)[O-])ccc2s1)N1CCCCC1
→ i | i | i | i | i | i | i | i | i | i | i
N#CC1=C(SCC(=O)c2ccccc2)NC2=C(C(=O)CCC2)C1c1ccco1 (stereo not given)
→ i | i | i | i | i | i | i | i | i | i | i
COC(=O)c1ccc(C2=NOC(C)(c3sc(-c4ccccc4)nc3C)C2)cc1 (stereo not given)
→ i | i | i | i | i | i | i | i | i | i | i
COc1ccc(C(=O)Oc2cc(C(=S)N3CCOCC3)ccc2OC)cc1
→ i | i | i | i | i | i | i | i | i | i | i
Cc1cc(C(=O)Nc2ccc(S(=O)(=O)N3CCCC3)cc2)no1
→ i | i | i | i | i | i | i | i | i | i | i
COc1cccc(C(=O)NN2CC(O)=C(c3nc(C)cs3)C2=N)c1
→ i | i | i | i | i | i | i | i | i | i | i
O=c1c2ccccc2nc(-c2ccco2)n1CCCn1ccnc1
→ i | i | i | i | i | i | i | i | i | i | i
CCCCCC(C)NC(=O)CN1C(=O)NC(C)(c2ccc3ccccc3c2)C1=O (stereo not given)
→ i | i | i | i | i | i | i | i | i | i | i
COc1ccc(CN2CCC(C(=O)Nc3ccc(Oc4ccccc4)nc3)CC2)cc1F
→ i | i | i | i | i | i | i | i | i | i | 25*
CCCCOc1ccc(C(=O)NCC(=O)N2CCN(Cc3ccc4c(c3)OCO4)CC2)cc1
→ i | i | i | i | i | i | i | i | i | i | i
O=C(CCc1nc2ccccc2c(=O)[nH]1)OCC(=O)N1CCN(S(=O)(=O)c2ccccc2)CC1
→ i | i | i | i | i | i | i | i | i | i | i
CCOC(=O)c1c(NC(=O)CSc2nc3ccccc3s2)sc(C)c1C
→ i | i | i | i | i | i | i | i | i | i | i
COc1ccc(OC)c2sc(NC(=O)c3ccc(S(=O)(=O)N4CCOCC4)cc3)nc12
→ i | i | i | i | i | i | i | i | i | i | i
CCN1CCN(C(=O)c2cccc(OC3CCN(S(=O)(=O)N(C)C)CC3)c2)CC1
→ i | i | i | i | i | i | i | i | i | i | i
Nc1ccc2nn(-c3ccc(Cl)cc3)nc2c1
→ i | i | i | i | i | i | i | i | i | i | i
Cc1nc(SCC(=O)NCc2ccco2)c2c3c(sc2n1)CCCC3
→ i | i | i | i | i | i | i | i | i | i | i
COc1cc(/C=C(/NC(=O)c2ccccc2)C(=O)Nc2ccccc2)c([N+](=O)[O-])cc1OC
→ i | i | i | i | i | i | i | i | i | i | i
CCON1C(=O)CN(C(=O)OC)C1c1ccc(Cl)cc1Cl (stereo not given)
→ i | i | i | i | i | i | i | i | i | i | i
COc1ccc(CC(=O)N/N=C(\C)c2ccc(Br)s2)cc1
→ i | i | i | i | i | i | i | i | i | i | i
COc1ccc(NC(=O)Cn2cnc3ccccc3c2=O)cc1OC
→ i | i | i | i | i | i | i | i | i | i | i
Cn1c(=O)[nH]c(=O)c2c1nc(CN1CCN(c3ccc(F)cc3)CC1)n2CCCc1ccccc1
→ i | i | i | i | i | i | i | i | i | i | i
O=C(c1cccc(N2CCCC2=O)c1)N1CCN(c2cccc(Cl)c2)CC1
→ i | i | i | i | i | i | i | i | i | i | i
CC(=O)c1ccc(NC(=S)NCc2cccnc2)cc1
→ i | i | nt | i | i | i | i | i | i | i | i
CC1CCC(NC(=O)CCNS(=O)(=O)c2ccccc2)CC1 (stereo not given)
→ i | i | i | i | i | i | i | i | i | i | i
NCCCCCC(=O)O
→ nt | i | nt | nt | nt | nt | i | i | i | nt | i
Cc1ccc(CN2CCC(c3cc(-c4ccc(Cl)cc4)n[nH]3)CC2)cc1
→ i | i | i | i | i | i | i | i | i | i | i
Cn1cc(S(=O)(=O)N2CCOCC2)cc1C(=O)Nc1ccc(Cl)cc1
→ i | i | i | i | i | i | i | i | i | i | i
Cc1ccc(-n2nnnc2SCCNS(=O)(=O)c2ccccc2)cc1C
→ i | i | i | i | i | i | i | i | i | i | i
Cc1ccccc1NC(=O)C(C)O/N=C/c1cccc([N+](=O)[O-])c1 (stereo not given)
→ i | i | i | i | i | i | i | i | i | i | i
CCn1cc(C(=O)N[C@H](C(=O)NCCN2CCOCC2)C(C)C)c(=O)c2cc3c(cc21)OCO3
→ i | i | i | i | i | i | i | i | i | i | i
O=C(CCSc1ccccc1)OCn1nnc2ccccc2c1=O
→ i | i | i | i | i | i | i | i | i | i | i
Cc1ccc2c(c1Br)/C(=N/N1C(=O)c3ccccc3C1=O)C(=O)N2
→ i | i | i | i | i | i | i | i | i | i | i
COc1ccc(N2CC(C(=O)Nc3cccc(OC(C)C)c3)CC2=O)cc1 (stereo not given)
→ i | i | i | i | i | i | i | i | i | i | i
Oc1ccc(-c2csc(NCc3ccco3)n2)cc1
→ i | i | i | i | i | i | i | i | i | i | i
CC1CC(C)CN(C(=O)c2ccc(C#N)cc2)C1 (stereo not given)
→ i | i | i | i | i | i | i | i | i | i | i
COc1cc2c(c(OC)c1OC)-c1ccc(OC)c(=O)cc1C(NC(C)=O)CC2 (stereo not given)
→ i | i | i | i | i | i | i | i | i | i | i
O=S(=O)(NCC1CC1)c1cc(Cl)cc(Cl)c1
→ i | i | i | i | i | i | i | i | i | i | i
COc1ccc(-n2nc(C(=O)O)nc2-c2ccccc2)cc1
→ i | i | i | i | i | i | i | i | i | i | i
Cc1ccc(C2C3CSCC=C3C(C#N)=C(N)C2(C#N)C#N)cc1 (stereo not given)
→ i | i | i | i | i | i | i | i | i | i | i
C=CCNc1nc(NCCN2CCOCC2)nc(OC)n1
→ i | i | i | i | i | i | i | nt | i | i | i
CCOc1cc(N2CCOCC2)c(OCC)cc1NC(=O)Cn1nc(C)c([N+](=O)[O-])c1C
→ i | i | i | i | i | i | i | i | i | i | i
CCN(CC)CCNC(=O)c1cccc(NC(=O)C(=O)c2ccccc2NC(C)=O)c1
→ i | i | i | i | i | i | i | i | i | i | i
CCOC(=O)C(C)n1cnc2c(nnn2-c2ccc(C)cc2)c1=O (stereo not given)
→ i | i | i | i | i | i | i | i | i | i | i
O=C(NC(=Nc1nc2ccccc2o1)NC(=O)c1ccccc1)c1ccccc1
→ i | i | i | i | i | i | i | i | i | i | i

Later entries.
Below each SMILES – TRPC4 act | MrgX1 antagonist | TRPC4 block | RGS4 inh | TRPC4 potent | TRPC6 activator | MrgX1 allo act | TMEM16A act | MrgX1 ag | TRPC6 inhibitor | ANO1 block
O=C(CSc1nc(-c2ccccc2)cs1)Nc1cccc([N+](=O)[O-])c1
→ i | i | i | i | i | i | i | i | i | i | 100*
CCc1ccc(NC(=O)c2sccc2-n2cccc2)cc1
→ i | i | i | i | i | i | i | i | i | i | i
COc1ccc(S(=O)(=O)N2CCOC23CCN(C(=O)c2c(F)cccc2Cl)CC3)cc1
→ i | i | i | i | i | i | i | i | i | i | i
NC(=O)c1c(NC(=O)CSc2nnc(Cc3ccccc3)n2Cc2ccco2)sc2c1CCC2
→ i | i | i | i | i | i | i | i | i | i | i
O=c1nc(-c2ccccc2)c2cc(Br)ccc2[nH]1
→ i | i | i | i | i | i | i | i | i | i | i
O=S(=O)(NN1CCOCC1)c1ccc(Cl)s1
→ i | i | i | i | i | i | i | i | i | i | i
Cc1ccc(N=C(NO)c2nonc2N)c(C)c1
→ i | i | i | i | i | i | i | i | i | i | i
O=S(=O)(c1cccs1)N1CN(Cc2cccs2)c2nc3ccccc3nc21
→ i | i | i | i | i | i | i | i | i | i | i
Cc1ccc(NS(=O)(=O)c2cccc(C(=O)OCC(=O)NCc3ccco3)c2)cc1
→ i | i | i | i | i | i | i | i | i | i | i
COc1ccc(N2C(=O)[C@@H]3Cc4ccccc4CN3C2=O)cc1
→ i | i | i | i | i | i | i | i | i | i | i
